FXIIa inh 1536 – factor XIIa (human) inhibition. inhibition, % at 5 µM. 220,000 compounds, 0.3% hits. AID 800. P00748. purified FXIIa, Boc-QGR-AMC fluorogenic substrate, 2 h; in the data active = inhibition above about 40%;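 also: 0% = enzyme with no compound and 100% = blank without enzyme; many of its hits are not listed in these tables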
FXIa inh 1536 – blocks human coagulation factor XIa protease activity | inhibition, % at 5 µM | 220,000 compounds, 0.14% hits | purified FXIa, Boc-Glu-Ala-Arg-AMC fluorogenic substrate | P03951;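 active = inhibition of at least 40%; inactive = inhibition below 40%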;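 also: fluorescence of freed AMC excited at 355 nm; 0% = enzyme without compound and 100% = no enzyme blank; many of its hits are not listed in these tables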
TNF necrop inh – TNF-alpha cell death inhibition in Jurkat FADD-/- cells | Jurkat FADD-/- TNF necroptosis rescue, ATP luminescence, 24 h; 0 = TNF only, 100 = no-TNF cells | activation (protection from cell death), % at 10 µM | 220,000 compounds, 0.068% hits;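 active = activation, meaning protection from cell death, of at least 50% relative to plate controls; inactive = activation below 50%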;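 also: necroptosis triggered by 40 ng/mL TNF-alpha added together with compound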
Hck Nef HTS – human Hck-Nef kinase inhibition; Recombinant Hck-YEEI plus Nef, Z-Lyte FRET kinase assay; inhibition, % at 20 µM; 220,000 compounds, 0.68% hits; AID 463187;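 active = Hck-Nef kinase inhibition above about 50%, limit read from the data; inactive = inhibition below that limit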;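 also: 0% = DMSO with Hck plus Nef and 100% = Hck alone without Nef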
hK5 inh – blocks human kallikrein 5 protease activity | Q9Y337 | recombinant hK5, fluorogenic AMC substrate cleavage | inhibition, % at 5 µM | 210,000 compounds, 0.59% hits | AID 873;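 active = inhibition of 40% or more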;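 also: 0% = enzyme controls without compound and 100% = no-enzyme blanks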
L929 necroptosis – blocks zVAD induced death of L929 cells | 220,000 compounds, 0.38% hits | L929 zVAD necroptosis rescue, ATP luminescence, 24 h; with zVAD 60 µM | viability rescue, % at 10 µM | AID 1377;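 active = activation, scaled between plate controls, above about 75%, limit read from the data; inactive = activation under that limit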;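 also: 0% = zVAD with DMSO and 100% = DMSO alone without zVAD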
Rad51 HR inh – Rad51 (human) homologous recombination inhibition. hRad51 DNA strand exchange, fluorescence dequenching. Q06609. 200,000 compounds, 0.085% hits. AID 1385. inhibition, % at 10 µM;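 active = inhibition above 40% at the single screening dose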;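 also: 0% = DMSO control wells and 100% = blanks with heterologous ssDNA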
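Material: hRad51 filaments on single-stranded DNA; Reagent: Donor/quencher-labelled 47-bp dsDNA substrate; Compound: 10 µM final, single point; Schedule: 37 °C 15-min filament assembly, 30-min compound preincubation, 15-min exchange; Technique: FRET fluorescence, excitation 485 nm, emission 520 nm; Benchmarks: control wells and blank wells on each plate.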
Thrombin inh – inhibitors of human thrombin; P00734; inhibition, % at 5 µM; 220,000 compounds, 0.26% hits; alpha-thrombin, Boc-VPR-AMC fluorogenic substrate cleavage;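 active = inhibition at or above 40%; inactive = inhibition below 40%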;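 also: 0% = enzyme with no compound and 100% = wells without enzyme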
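Test system: human alpha-thrombin protein / Dosing: one concentration per compound, 5 µM, with 0.2% DMSO / Medium: pH 7.5 Tris-saline with Tween 20 / Benchmarks: no-compound enzyme wells and no-enzyme blanks / Read-out basis: percent inhibition of thrombin substrate cleavage / Timing: reaction at room temperature / Measured by: fluorescence, ex 355 nm, em 460 nm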
KCC2 mod – modulators of human KCC2 chloride dependent transport | Q9H2X9 | KCC2 cells, thallium flux FluoZin-2 fluorescence | B-score of Tl+ flux slope (higher = more flux/activation; lower = inhibition) at 10 µM | 190,000 compounds, 2.2% hits | AID 1456;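 active = thallium flux slope and its plate-corrected score both differing from the plate sample mean at a set confidence after two filtering rounds, in either direction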;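 also: slope of fluorescence scaled to starting intensity during 10 to 20 s after thallium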
Target sequence (Q9H2X9 whole entry, looked up): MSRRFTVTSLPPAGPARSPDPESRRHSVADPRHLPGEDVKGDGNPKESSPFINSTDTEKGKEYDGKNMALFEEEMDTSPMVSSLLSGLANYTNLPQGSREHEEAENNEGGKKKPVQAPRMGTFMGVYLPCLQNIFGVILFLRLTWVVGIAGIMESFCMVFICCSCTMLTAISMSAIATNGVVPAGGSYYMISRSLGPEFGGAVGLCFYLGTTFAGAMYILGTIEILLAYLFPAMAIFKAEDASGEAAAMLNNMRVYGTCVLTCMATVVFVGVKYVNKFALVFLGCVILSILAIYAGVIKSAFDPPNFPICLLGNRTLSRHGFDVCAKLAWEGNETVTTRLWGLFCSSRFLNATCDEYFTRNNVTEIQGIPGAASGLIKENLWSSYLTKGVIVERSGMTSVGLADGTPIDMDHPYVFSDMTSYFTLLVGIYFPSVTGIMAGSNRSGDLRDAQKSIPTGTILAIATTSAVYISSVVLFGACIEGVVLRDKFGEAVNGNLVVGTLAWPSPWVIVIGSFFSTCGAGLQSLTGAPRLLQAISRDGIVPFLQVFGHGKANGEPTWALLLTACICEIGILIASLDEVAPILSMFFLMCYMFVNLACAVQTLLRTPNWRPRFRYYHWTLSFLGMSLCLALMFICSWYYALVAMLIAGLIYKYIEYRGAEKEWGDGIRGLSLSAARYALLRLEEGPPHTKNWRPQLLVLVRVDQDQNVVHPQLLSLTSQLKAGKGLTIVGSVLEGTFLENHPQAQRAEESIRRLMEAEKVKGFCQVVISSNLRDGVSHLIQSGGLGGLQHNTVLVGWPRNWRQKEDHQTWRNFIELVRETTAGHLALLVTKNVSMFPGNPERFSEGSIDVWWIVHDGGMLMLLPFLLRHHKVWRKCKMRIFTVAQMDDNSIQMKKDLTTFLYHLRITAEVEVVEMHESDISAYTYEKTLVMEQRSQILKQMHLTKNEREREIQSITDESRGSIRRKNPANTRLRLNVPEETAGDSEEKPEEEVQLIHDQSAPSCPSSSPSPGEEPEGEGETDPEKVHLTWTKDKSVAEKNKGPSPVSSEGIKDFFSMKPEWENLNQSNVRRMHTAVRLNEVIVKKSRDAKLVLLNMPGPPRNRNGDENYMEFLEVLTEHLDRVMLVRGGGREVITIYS
Starred values were filed as active, the others as inactive; i = inactive; · = no result given; + = active, no number. Not all compounds are listed; rates above refer to the full screens.

Values run as follows: FXIIa inh 1536	FXIa inh 1536	TNF necrop inh	Hck Nef HTS	hK5 inh	L929 necroptosis	Rad51 HR inh	Thrombin inh	KCC2 mod
- Cc1cc(SCC(=O)OCC(=O)NCc2ccc3c(c2)OCO3)c(C)cc1Br
→ 14	7	1.0	8	2	·	-16	0	0.044
- CCC(C)NC(=O)N[C@@H](Cc1ccccc1)C(=O)O (stereo partly specified)
→ -1	0	0.8	-1	2	-0.5	3	-4	·
- Cn1cc(C(=O)N2CCc3ccccc3C2)c(=O)c2cc(S(=O)(=O)N3CCCCC3)ccc21
→ 8	4	2.2	6	-9	·	·	-3	-0.28
- CSc1cccc(NC(=O)Nc2ccccc2C(N)=O)c1
→ 7	2	-0.4	13	1	1.0	9	-1	0.19
- c1cnc(N2CCN(c3nc4ccccc4n4cnnc34)CC2)nc1
→ 5	-5	-3.0	2	10	2.2	-1	-6	·
- COc1ccc(-c2nc(NC(=O)c3nc4nccc(C)n4n3)sc2C)cc1
→ 12	-1	1.3	26	-1	2.1	2	-7	0.41
- CCC(=O)Oc1ccc(-c2cnc3ccccc3n2)cc1
→ 9	0	-3.0	1	-11	89*	0	-1	-0.011
- S=c1nc(-c2ccccc2)[nH]c2ccc(Br)cc12
→ 9	0	-2.9	19	1	-0.9	18	0	107*
- O=[N+]([O-])c1ccc(-n2nnnc2CN2CCCCC2)cc1
→ 7	-2	-0.6	23	-1	0.0	-23	2	0.53
- Cc1ccc(NC(=S)NNC(=O)c2c([N+](=O)[O-])c(C)nn2C)cc1
→ 18	2	-2.4	1	-12	-1.3	-4	1	0.77
- O=C(CSc1nc2ccccc2o1)Nc1nncs1
→ 18	19	-0.1	0	-25	0.0	-5	-2	0.39
- CCCc1ncc(C(O)(c2ccccc2)c2ccccc2)n1C
→ 2	-4	0.3	22	-12	0.2	24	-12	0.42
- Cc1ccc(/C=C2\CCCC3=C2NC(=S)NC3c2ccc(C)cc2)cc1 (stereo unspecified)
→ 6	4	-7.1	1	-4	·	3	-3	0.97
- CN(C)CCCNS(=O)(=O)c1ccc(N2CCC(c3ccc(Cl)cc3)=N2)cc1
→ -92	-50	-15	+	-68	-3.6	3	-61	·
- CC(C)CC(=O)NNC(=S)Nc1ccc(S(N)(=O)=O)cc1
→ 8	-5	0.0	27	-11	2.9	-3	0	-0.31
- CCCCC(CC)CNC(=O)Cn1c(=S)[nH]c2ncccc2c1=O (stereo unspecified)
→ 6	-9	-0.6	24	9	1.8	-3	-23	-0.019
- Cc1occc1-c1nnc(SCC(=O)c2ccc(Cl)cc2)n1C
→ 6	-8	-1.1	1	-29	-0.3	1	-4	-3.3
- CC(C)(C)OC(=O)N1CCC[C@H]1c1nnc(SCc2c(F)cccc2Cl)o1
→ 23	1	0.3	0	-10	-0.5	·	3	·
- CCOC(=O)N1CCC(NC(=O)CSCc2nc(-c3cccc(OC)c3)oc2C)CC1
→ 20	1	-2.4	0	-5	0.1	-6	3	-1
- COc1ccccc1NC(=O)COc1ccc(/C=N/NS(=O)(=O)c2ccc(C)cc2)cc1
→ 10	3	0.4	0	-5	2.2	-8	0	0.52
- C=CCN1C(=O)/C(=C2/Sc3ccccc3N2C)SC1=Nc1ccccc1C
→ 0	-6	-1.6	1	1	-0.4	7	-4	1.6
- CCOC(=O)c1c(-c2ccc(C)o2)csc1NC(=O)CN1CCC(C(N)=O)CC1
→ 7	1	-3.9	26	5	15	7	4	-2
- COc1ccc(CC(=O)Nc2nc3ccccc3[nH]2)cc1
→ 4	1	3.4	3	-4	1.4	-21	-4	0.24
- Cc1csc(NC(=O)CSc2nnc(-c3ccoc3C)o2)n1
→ 14	0	-0.8	1	-20	-0.2	-4	-16	-0.051
- CSC(=S)N/N=C(\C)c1ccc(Br)cc1
→ 7	-1	0.6	23	-7	0.4	1	-7	84*
- CC(C)(C)C(=O)NC1CCN(S(=O)(=O)c2ccc(C(F)(F)F)cc2)CC1
→ 13	2	-0.8	1	6	-0.2	-3	0	-0.031
- CC(C)c1ccc(S(=O)(=O)c2cn(Cc3ccc(F)cc3)c3cc4c(cc3c2=O)OCO4)cc1
→ 2	0	2.9	1	-15	0.2	-4	-7	0.54
- CCCNC(=O)CCn1c(-c2ccc(C)cc2)cc(C(=O)OCC)c1C
→ 5	-7	-0.1	-1	0	-0.4	1	-1	0.41
- Cc1cc(=O)oc(C)c1C(=O)Nc1ccc(F)cc1
→ 4	1	2.7	19	-3	1.6	11	-2	0.84
- O=C(NC(Nc1ncccn1)C(=O)c1ccccc1)c1ccccc1 (stereo unspecified)
→ 12	4	-0.6	2	-16	1.1	-4	5	·

The last 2 entries of the section before come first, to join the parts:
Values run as follows: FXIIa inh 1536	FXIa inh 1536	TNF necrop inh	Hck Nef HTS	hK5 inh	L929 necroptosis	Rad51 HR inh	Thrombin inh	KCC2 mod
- Cc1cc(=O)oc(C)c1C(=O)Nc1ccc(F)cc1
→ 4	1	2.7	19	-3	1.6	11	-2	0.84
- O=C(NC(Nc1ncccn1)C(=O)c1ccccc1)c1ccccc1 (stereo unspecified)
→ 12	4	-0.6	2	-16	1.1	-4	5	·
- COc1ccc(C(C)=O)cc1CSc1nnc(SCc2cc(C(C)=O)ccc2OC)s1
→ 18	2	-1.1	26	3	-0.2	19	5	-1.7
- COc1cccc(CNCCc2c[nH]c3ccccc23)c1OCc1ccccc1F
→ -19	-6	-25	0	-3	1.2	0	-4	·
- O=C(CSc1ccc(-c2ccccc2)nn1)Nc1ccc2c(c1)OCCO2
→ 6	4	3.3	3	-10	0.6	·	1	-6.2*
- O=C(CN1C(=O)S/C(=C/c2cc(Br)cs2)C1=O)N1CCOCC1
→ 12	6	0.1	4	0	0.2	-16	1	-0.91
- C/C(=N/NC(=O)c1ccc(Br)o1)c1ccc(C)o1
→ 5	4	0.6	-1	-14	-0.2	10	-3	2
- O=C(O)CCSc1nnnn1-c1ccccc1
→ 28	6	0.5	2	23	-0.1	-2	12	0.061
- c1cncc(-c2nc(-c3ccco3)cs2)c1
→ 17	6	-0.6	2	-2	1.0	2	1	·
- COc1ccc(C(=O)/C=C/c2ccccc2OC)c(OC(=O)c2ccc([N+](=O)[O-])cc2)c1
→ ·	·	-10	0	·	0.9	-5	·	-0.93
- CCN(CC)S(=O)(=O)c1cc(C(=O)Nc2cccnc2Cl)ccc1Cl
→ 9	1	0.4	0	18	-0.1	13	-1	-0.72
- COc1ccc(N(C(=O)COc2ccc(F)cc2)S(=O)(=O)c2ccc(C)cc2)cc1
→ 5	1	16	2	-22	0.8	-7	-4	0.46
- COc1ccc(C2C=C(C)Nc3nc(SC)nn32)cc1 (stereo unspecified)
→ 5	-3	-1.0	19	-6	0.9	·	3	0.22
- CCn1c(SCC(=O)N2CCCc3ccccc32)nnc1-c1c[nH]c2ccccc12
→ 8	-3	-1.4	4	-8	0.7	3	3	-1.1
- O=C(CC(c1ccc(F)cc1)c1ccco1)N1CCOCC1 (stereo unspecified)
→ 31	2	-2.6	11	59*	-1.2	·	43*	-0.15
- Cc1cc(C)c(NC(=O)COC(=O)/C=C/c2cccc(C(F)(F)F)c2)c(C)c1
→ 10	-1	0.9	3	-11	-0.2	-1	-2	0.56
- CC(C)=C1C2CCC1C(C(=O)Nc1sc(C)c(-c3ccc(C(C)C)cc3)c1C(N)=O)C2C(=O)O (stereo unspecified)
→ 12	2	0.9	12	-13	2.5	1	-10	-1.6
- Cc1cc(C)cc(Nc2nc3ccccc3c(=O)[nH]2)c1
→ 4	-3	4.4	23	-2	8.0	11	-4	0.86
- CC(=O)Nc1ccc(CN2CCc3c([nH]c4ccccc34)C2c2ccccn2)cc1 (stereo unspecified)
→ 0	-5	1.1	7	-4	1.4	-5	-13	-0.21
- O=C(c1cnc2ccccn2c1=O)N1CCc2ccccc21
→ -17	-9	-2.9	-2	-3	1.0	10	-7	0.72
- COc1ccc(-c2c(C)[nH]n3c(=O)c(Cc4ccccc4)c(C)nc23)cc1
→ 9	9	3.5	2	-47	0.2	-1	4	1.5
- COc1ccc(/C=C(/NC(=O)c2ccccc2)C(=O)N/N=C/c2ccncc2)cc1
→ 10	9	-0.1	5	-4	·	19	0	-0.26
- CCc1[nH]c(=S)c(C#N)c(-c2ccccc2)c1C(=O)OC
→ 7	5	1.7	7	-13	0.2	·	-1	1.1
- CC(=O)CC(C)(C)Nc1nc2cc([N+](=O)[O-])ccc2o1
→ 13	3	13	-7	6	-0.5	·	13	0.39
- CCOC(=O)c1c(NC(=O)CNCCO)sc(C)c1C
→ -4	-7	0.8	3	-4	-0.2	·	-8	-0.42
- COc1ccc(/C=c2/sc3n(c2=O)C(c2ccccc2OC)C2=C(N=3)c3ccccc3CC2)cc1O (stereo unspecified)
→ 1	-8	-17	-1	13	1.2	-7	-4	0.91
- O=C(Cn1nc(-c2cccc([N+](=O)[O-])c2)c2ccccc2c1=O)NCC1CCCO1 (stereo unspecified)
→ 4	-2	0.4	1	-1	3.3	-6	-8	0.25
- O=C(NCC(=O)N(c1ccccc1)C(C(=O)NC1CCCCC1)c1cccnc1)c1cccs1 (stereo unspecified)
→ 6	-4	-0.9	26	-2	4.1	-4	-11	-0.059
- CC1/C(=N/O)CC(c2ccccc2)NC1c1ccccc1 (stereo unspecified)
→ 10	-4	-0.7	1	15	-1.2	4	9	0.15
- CC(=O)Nc1c(C)ccc(S(N)(=O)=O)c1C
→ 9	-8	0.0	14	-4	5.9	5	-9	·
- Fc1ccccc1/C=N/Nc1nn[nH]n1
→ 9	-7	0.0	2	32	0.3	4	19	1.7
- Cc1nn(CCOc2cccc(Br)c2)c(C)c1[N+](=O)[O-]
→ 8	3	0.4	17	19	-0.5	2	-1	-0.18
- N#CC(C#N)=C1C=C2C=C(N3CCOCC3)CCC2CC1 (stereo unspecified)
→ 4	0	2.3	16	0	-0.3	i	-2	i
- CCc1nc2oc3cc(OC)ccc3c(=O)c2c(=O)n1-c1ccccc1
→ 2	2	0.4	1	-12	-0.2	-6	2	·
- Cc1cc(C(=O)NC2=NCCS2)c2ccccc2n1
→ 7	-6	1.5	19	-3	2.1	-13	-4	-1.3
- COc1ccc(NC(=O)c2cccnc2)c([N+](=O)[O-])c1
→ 10	7	-11	15	2	-0.2	-5	·	0.99
- O=C(O)c1cn(-c2ccccc2)nc1C(=O)O
→ 20	12	-1.6	4	-3	0.1	-7	0	0.83
- Cc1ccc(CNC(=O)CCc2c(C)nc3c(c(C)nn3-c3ccc(C)cc3)c2C)cc1
→ 12	2	1.5	22	4	0.7	·	-1	0.75
- COc1ccc(S(=O)(=O)N2CCOCC2)cc1NC(=O)Cc1ccc(Cl)c(Cl)c1
→ 17	7	0.6	4	-6	1.0	-11	-4	-0.012
- CC(C)(CN1CCc2ccccc2C1)NS(=O)(=O)c1ccccc1
→ -1	-6	0.6	11	-4	1.5	-8	-7	-0.88
- Cc1ccc(-c2cc(C(=O)N/N=C/c3c[nH]c4ccccc34)n[nH]2)o1
→ 6	-2	-1.1	5	-7	29	6	-4	-0.88
- Cc1noc(/C=C/N(C)C)c1S(=O)(=O)N1CCCC(C(=O)NCc2cccs2)C1 (stereo unspecified)
→ 4	-2	-0.7	3	14	0.7	4	16	-0.52
- Cc1ccc(C(=O)Nc2nnc(COc3ccccc3)s2)cc1
→ 4	-5	0.6	15	-2	27	0	-7	0.028

Screens as filed in PubChem BioAssay.
